# Insulin prom inh: TRM-6 insulin promoter activity inhibition; TRM-6 cells (human fetal islet line), insulin promoter-eGFP reporter, imaging; reporter expression induced with tamoxifen; inhibition, % at 2 µM; hit rate 0.9% among 130,000; AID 1273;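 active = inhibition above the mean plus 3 SD, with well images judged a real hit on visual review, cut at about 60% in these data, passing the limit was not always enough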
# sdo1 growth: compounds rescuing growth of sdo1-depleted yeast, bone marrow failure model; S. cerevisiae sdo1-depleted JHY4D growth rescue, OD600 30 h; active compounds read high; pdr5 snq2 efflux-pump mutant strain; z-score at 10 µM; hit rate 0.21% among 140,000; AID 817;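 active = z-score above 3 at both the 24 hr and the 30 hr optical density reads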;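 note: z-score against mean and SD of all compound wells on the same plate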
# sdo1 growth Rescue 24 h: further read-out of sdo1 growth, marked with its call; z-score; S. cerevisiae sdo1-depleted JHY4D growth rescue, OD600; measured here: growth rescue at 24 h;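 0 is the plate mean of compound wells and units are plate SD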
# * marks the source's active call; other numbers are inactive results; i = inactive; . = not tested or not shown; & = joins results of further samples.
SMILES,Insulin prom inh,sdo1 growth,sdo1 growth Rescue 24 h
Cn1c(C(C(=O)NCC2CCCO2)N(C(=O)Cn2nnc3ccccc32)C2CCCCC2)nc2ccccc21 (stereo unspecified),-9,-0.7,-1.3
COc1ccccc1C1=NOC(COC(=O)c2ccc3ccccc3n2)C1 (stereo unspecified),.,-1.2&-1.4,-1.4&-0.28
COc1ccc(C/C(N)=N/OC(=O)Cc2ccccc2)cc1OC,13,0.4,0.2
CCOCCCNC(=O)CCNC(=O)c1cc(OC)c(OC)c(OC)c1,.,-0.57,-0.89
COc1ccc(C(=O)CC(=O)O)c2c1C=CC(C)(C)O2,67,2.1,-0.84
Cc1ccc(S(=O)(=O)Cc2cccc(C(=O)N3CCOCC3)c2)cc1,21,0.43,0.24
Cc1cccnc1NC1OC(=O)c2ccccc21 (stereo unspecified),21,0.26,0.3
Cc1ccccc1CNC1CCCCC1,-42,0.21,0.18
O=C(CC1CCCCC1)Nc1c2c(nn1-c1ccc(F)cc1)CS(=O)(=O)C2,-36,0.27,0.23
NC(=S)Nc1nc2ccccc2[nH]c1=O,-28,1.1,0.84
Cc1cc(C)c(C(=O)c2ccc(C(=O)NC(C)(C)C)cc2)c(C)c1,.,-0.38,-0.01
CCn1c(SCc2ccc(C#N)cc2)nnc1-c1cccc(Cl)c1,5,-0.7,-0.37
CCN(CC)S(=O)(=O)c1cccc(S(=O)(=O)c2cccc(S(=O)(=O)N(CC)CC)c2)c1,-92,.,.
O=c1ccn(-c2cccc(C(F)(F)F)c2)nc1-c1ccn(-c2ccccc2)n1,9,-0.68,0.02
CCC(=O)N1CCc2cc(S(=O)(=O)CCC(=O)NCCc3ccc(OC)c(OC)c3)ccc21,-92,-0.16,-0.01
Cc1ccc(NC(=O)CCN2CCc3ccccc3C2)cc1,29,0.28,0.45
CCN(CC)CCNC(=O)c1cccc(NC(=O)C(=O)c2cc(Br)ccc2NC(C)=O)c1,67,.,.
COc1ccc(CCn2c(N)c(C#N)c3nc4ccccc4nc32)cc1OC,26,0.81,0.68
COc1ccccc1OCc1nc2c3c(-c4ccccc4)c(-c4ccccc4)oc3ncn2n1,-33,.,.
CCOC(=O)c1cc(-c2ccc(N3CCOCC3)cc2)nn1-c1ccccc1,20,-0.82,-1.4
CC(OC(=O)c1ccc(F)cc1)C(=O)Nc1nc(-c2cccc([N+](=O)[O-])c2)cs1 (stereo unspecified),53,1.2,1.2
O=C1NC(c2ccc(Br)cc2)=N/C1=C/c1ccco1,.,0.44,-0.03
OC(COc1ccc(OCC(O)CN2CCCCCC2)cc1)CN1CCCCCC1 (stereo unspecified),-94,0.02,1.4
Cc1nn(C)c(C)c1S(=O)(=O)N(CC(=O)N1CCc2ccccc2C1)c1ccc(C(C)C)cc1,.,-1.1,-0.65
O=C(N/N=C/c1ccc(F)cc1)c1ccc(Br)cc1,.,1.2,1.1
C=CCNC(=O)c1ccccc1NS(=O)(=O)c1ccccc1,46,0.33,-0.03
FCCCOc1ccc(/C=N/OCc2ccc(Cl)cc2)cc1,13,-0.12,-0.24
CCOc1ccc(-n2c(-c3ccco3)n[nH]c2=S)cc1,.,0.24,-0.32
O=C(CN1C(=O)NC(Cc2c[nH]c3ccccc23)C1=O)Nc1cccc(S(=O)(=O)N2CCCCCC2)c1 (stereo unspecified),41,1.3,1.6
COCCNCC(=O)NCC12CC3CC(CC(C3)C1)C2,-47,-0.25,-0.8
CNC(=O)c1c(C)nc(SCC(=O)NCc2ccc(OC)cc2)c(C#N)c1-c1ccco1,.,0.07,-0.47
O=S(=O)(c1ccc2c(c1)C(=NO)c1cc(S(=O)(=O)N3CCCCC3)ccc1-2)N1CCCCC1,-46,-0.49,-0.01
O=C(COc1ccc(F)cc1)c1ccc2c(c1)CCCC2,13,.,.
CC(C)CC(=O)NC(=S)Nc1ccc(S(=O)(=O)N2CCN(C)CC2)cc1,-8,0.03,-0.58
CCN(CC)C(=O)CSc1nnc(-c2ccccc2)n1-c1ccccc1,21,0.31,-0.33
O=C(NC(=S)NC1CCSC1=O)c1ccccc1Cl (stereo unspecified),.,0.32,-0.08
C=CCn1c(SCCOc2ccccc2)nnc1C(C)NC(=O)c1ccccc1 (stereo unspecified),-238,0.16,0.4
CN(c1ccc(C(=O)N2CCCCC2)cc1)S(C)(=O)=O,48,0.09,-0.62
Cc1cc([N+](=O)[O-])nn1CCCC(=O)Nc1sc2c(c1C(N)=O)CCCC2,-17,-2,-1.7
CC1CCN(S(=O)(=O)c2ccc3c(c2)CCN3C(=O)CCC(=O)O)CC1,-62,1.6,2
C(=N\N1CCN(C2c3ccccc3-c3ccccc32)CC1)/c1cccnc1,26,-2.2,-1.7
Cc1nc2c3ccccc3nc(NNC(=O)CCC(=O)NCCC(C)C)n2n1,-23,-0.01,-0.03
COC(=O)c1ccccc1OCC(=O)N1CCN(c2ccc(OC)cc2)CC1,.,0.36,-0.52
CCOC(=O)c1cn2c3c(c(F)c(F)cc3c1=O)SC(N1CCOCC1)=N2,16,.,.
CN1C(=O)/C(=C/c2ccccc2OCc2ccccc2F)NC1=S,-5,0.04,0.96
O=c1c2ccccc2ncn1C1CCCCC1,30,-0.31,-0.55
Cc1ccc(C(=O)NN2C(=O)C3C4c5ccccc5C(c5ccccc54)C3C2=O)cc1 (stereo unspecified),13,-0.25,-0.34
CCOC(=O)C1CCN(Cc2c(F)cccc2Cl)CC1,23,0.54,0.07

# Some of these compounds in order of length of the SMILES, rising:
SMILES,Insulin prom inh,sdo1 growth,sdo1 growth Rescue 24 h
O=c1c2ccccc2ncn1C1CCCCC1,30,-0.31,-0.55
O=C(NC(=S)NC1CCSC1=O)c1ccccc1Cl (stereo unspecified),.,0.32,-0.08
CCOC(=O)C1CCN(Cc2c(F)cccc2Cl)CC1,23,0.54,0.07
O=C(COc1ccc(F)cc1)c1ccc2c(c1)CCCC2,13,.,.
CN(c1ccc(C(=O)N2CCCCC2)cc1)S(C)(=O)=O,48,0.09,-0.62
CN1C(=O)/C(=C/c2ccccc2OCc2ccccc2F)NC1=S,-5,0.04,0.96
CCN(CC)C(=O)CSc1nnc(-c2ccccc2)n1-c1ccccc1,21,0.31,-0.33
C=CCn1c(SCCOc2ccccc2)nnc1C(C)NC(=O)c1ccccc1 (stereo unspecified),-238,0.16,0.4
Cc1nc2c3ccccc3nc(NNC(=O)CCC(=O)NCCC(C)C)n2n1,-23,-0.01,-0.03
C(=N\N1CCN(C2c3ccccc3-c3ccccc32)CC1)/c1cccnc1,26,-2.2,-1.7
CC1CCN(S(=O)(=O)c2ccc3c(c2)CCN3C(=O)CCC(=O)O)CC1,-62,1.6,2
Cc1cc([N+](=O)[O-])nn1CCCC(=O)Nc1sc2c(c1C(N)=O)CCCC2,-17,-2,-1.7
Cc1ccc(C(=O)NN2C(=O)C3C4c5ccccc5C(c5ccccc54)C3C2=O)cc1 (stereo unspecified),13,-0.25,-0.34
O=S(=O)(c1ccc2c(c1)C(=NO)c1cc(S(=O)(=O)N3CCCCC3)ccc1-2)N1CCCCC1,-46,-0.49,-0.01

# No new results follow: entries from further up.
SMILES,Insulin prom inh,sdo1 growth,sdo1 growth Rescue 24 h
CCN(CC)CCNC(=O)c1cccc(NC(=O)C(=O)c2cc(Br)ccc2NC(C)=O)c1,67,.,.
COc1ccc(CCn2c(N)c(C#N)c3nc4ccccc4nc32)cc1OC,26,0.81,0.68

# Next section:
SMILES,Insulin prom inh,sdo1 growth,sdo1 growth Rescue 24 h
COc1ccc(NC(=O)/C(C#N)=C\c2ccc(OCc3ccc(C(=O)O)cc3)c(OC)c2)cc1,-33,.,.
Cc1ccnc(NC(=O)c2cccc([N+](=O)[O-])c2C)c1,17,.,.
COCCCNC(=O)CCc1ccc(S(=O)(=O)Nc2ccc(C)cc2)cc1,-8,-0.36,-1.1
COc1cccc(CNc2nc(SC)ncc2CO)c1,17,0.49,0.32
COc1cccc(-n2c(SCc3c(C)noc3C)nnc2-c2cccc(S(=O)(=O)N(C)C)c2)c1,-32,0.18,0.45
O=C1CN(C(=O)CSc2nc3ccccc3c(=O)n2CC2CCCO2)c2ccccc2N1 (stereo unspecified),-73,.,.
C#CCOc1ccc(Cl)cc1/C=N/O,25,1.3,1.3
COc1ccc(-n2c(Cc3cccn3C)nnc2SCC(=O)Nc2cccc(Cl)c2)cc1,.,-0.86,-0.42
O=S(=O)(c1ccccc1)c1nc(NCc2cccnc2)sc1Cl,67,.,.
Cc1ccc(-n2c(Cc3cccn3C)nnc2SCC(=O)Nc2cc(C)on2)cc1,.,0.46,0.24
Cc1ccc(-n2ncc3c(SCc4cccc(C)c4)ncnc32)cc1,.,0.18,0.14
Cc1c(-n2c(-c3ccccc3)nc3ccccc3c2=O)c(=O)n(-c2ccccc2)n1C,-24,.,.
O=C(COc1cccc2cccnc12)N/N=C1\SCC(=O)N1Cc1ccccc1,.,3,2.1
COc1ccc(OC)c(NC(=S)NCCCN2CCOCC2)c1,11,0.52,-0.2
CC1(C)CC(=O)c2cc(OCC(=O)N3CCCCCC3)ccc2O1,37,0.84,0.89
O=C(NCC1CCCCC1)C12CN(Cc3ccccc3)CC1C(c1cccc([N+](=O)[O-])c1)=NO2 (stereo unspecified),-57,-0.24,1.3
COc1ccc(C(=O)/C(C#N)=N/Nc2ccccc2[N+](=O)[O-])cc1,-3,-1,0.02
CCCOc1ccc2c(=O)c(-c3cc(C(=O)OC)oc3C)c(C)oc2c1,8,-0.54,-0.42
O=C(Nc1cccnc1)C1(c2ccc(Cl)cc2)CCCC1,11,0.19,-0.26
COc1ccc(NC(=O)COC(=O)c2ccc(S(=O)(=O)N(C)c3ccccc3OC)cc2)cc1OC,17,.,.
COc1ccc(NS(=O)(=O)c2cccc(-c3n[nH]c(=S)n3Cc3ccccc3)c2)cc1,-117,.,.
Cc1ccc(CNC(=O)CCS(=O)(=O)c2ccc(Br)s2)cc1,4,-0.45,-0.77
O=C(c1cc(-c2ccco2)nn1-c1cccc(Cl)c1)N1CCCCC1,24,-1.1,-0.91
CNC(=O)c1ccc(Oc2ccc(C(=O)NC)cc2)cc1,.,0.65,0.36
COc1cc(/C=C2/CCc3ccccc3C2=O)cc(OC)c1OC,.,-1.3,-1.3
Cc1ccc(N(CC(=O)NCc2ccc(F)cc2)C(=O)c2csnn2)cc1C,-42,.,.
CC(C)(C)CC(C)(C)NC(=S)N1CCN(Cc2ccc3c(c2)OCO3)CC1,-45,.,.
COc1cc2c(cc1NC(=O)C(C)Sc1nc3ccccc3n1C)oc1ccccc12 (stereo unspecified),10,-0.58,-0.91
CC(C)CC(=O)N/C(N)=N/c1nc2ccccc2s1,-21,-1.5,-1.3
Cc1cc2c(C)nc3ccccc3c2o1,3,0.13,0.09
Cc1cc(C)c(NC(=S)N2CCCC2C(=O)O)c(C)c1 (stereo unspecified),.,1.1,1.1
CNC(=S)NNC(=O)c1sccc1OCc1cccc(C(F)(F)F)c1,.,-0.45,0.64
Cc1cccc(C)c1OCc1nnc(SCC(=O)Nc2nccs2)o1,.,-0.66,1.6
CCn1c(SCC(=O)Nc2ccc(N(C)C)cc2)nnc1-c1cccc(C)c1,31,0.78,1.4
CC(C)(C)OC(=O)NCCc1nnc(SCC(=O)Nc2cccc(Cl)c2)o1,9,0.5,0.32
CCOC(=O)/C(=C/Nc1ccccc1)[N+](=O)[O-],-18,1.9,2.7
COc1ccccc1OCC(=O)Nc1ccc(N2CCCCC2)cc1,9,.,.
CCN(CCCNC(=O)CCCN1C(=O)COc2ccc(C)cc21)c1cccc(C)c1,.,-0.76,-0.03
CN(C)CC(=O)Nc1nc(-c2ccccc2)cs1,16,1.7,1.7
CCOC(=O)C1CCc2sc(N)c(C#N)c21 (stereo unspecified),3,0.82,0.74
CCOc1cc(/C=C/c2ccc3cccc([N+](=O)[O-])c3n2)ccc1OCC(=O)N(C)C,45,.,.
CC(C)(C)Cc1nnc(NC(=O)c2ccc([N+](=O)[O-])cc2)s1,.,0.54,0.66
COc1ccccc1N1CCN(C(CNS(=O)(=O)c2ccccc2)c2cccnc2)CC1 (stereo unspecified),10,1.4,1.3
CC(=O)Nc1ccc(S(=O)(=O)Oc2cccc(/C=C3\SC(N)=NC3=O)c2)cc1,-7,.,.
Cc1ccc(C(C(=O)NC2CCCCC2)N(Cc2ccco2)C(=O)C2COc3ccccc3O2)o1 (stereo unspecified),-43,-1.6,-1.2
Fc1ccc(COc2ccc(Cl)cc2/C=N/Nc2nc(N3CCCC3)nc(N3CCCC3)n2)cc1,i,-1.8,-0.27
COC(=O)[C@H](Cc1ccccc1)NC(=O)NCc1ccccc1OC,-31,0.11,-0.23
CCNc1ccc(C(=O)OCC(=O)c2cc(C)n(Cc3ccc4c(c3)OCO4)c2C)cc1[N+](=O)[O-],17,0.09,0.79
Cc1c(C(=O)NC2CCCc3ccccc32)oc2ccc(S(=O)(=O)N3CCOCC3)cc12 (stereo unspecified),-65,-0.79,-0.83
Cc1ccc(-n2c(-c3ccco3)nc3nc4ccccc4nc32)cc1,7,-0.11,-0.49
O=S(=O)(c1cnc(Cl)c(Br)c1)N1CCCCCC1,-4,-1.1,-0.86
Cc1cc(C)nc(-n2cc(C(=O)c3cc(F)ccc3O)cn2)n1,-26,0.3,0.13
COC(=O)CSc1nnc(-c2cccc(NC(=O)c3ccc(C)cc3)c2)n1C,38,0.28,0.19
CC(=O)CC1(C)OC(N)=C(C#N)C1(C#N)C#N (stereo unspecified),.,1.7,2.1
CCNC(=O)c1ccc2c(c1)C1C3CCC(C3)C1C(c1ccccc1)N2 (stereo unspecified),-8,-1.4,-1.9
O=C(Cn1cnc2ccccc2c1=O)Nc1nc2ccccc2s1,-25,.,.
COC(=O)CC1Oc2ccccc2N(Cc2ccc(C)cc2)C1=O (stereo unspecified),.,-0.37,-0.31
CC1CCCN(c2nc3nonc3nc2N2CCCC(C)C2)C1 (stereo unspecified),-26,-1.6,-1.5

# A portion of the library; rates above refer to the full screens.
